Bioassay records from PubChem.
OXTR potentiate = potentiates the human oxytocin receptor response | 0.061% of 320,000 active | activation, % at 3 µM | P30559 | CHO-OTR cells, Fluo-8 calcium fluorescence, potentiator mode; 0% = oxytocin EC15, 100% = EC100;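 active = activation above that plate's cutoff, the mean activation of tested compounds plus 3 SD, cut at about 6.6% in these data, passing the limit was not always enough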;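 also: 100% uses oxytocin at 75 nM as the full agonist control; some results filed as inactive read as strong as hits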
Target sequence (P30559 whole entry, looked up): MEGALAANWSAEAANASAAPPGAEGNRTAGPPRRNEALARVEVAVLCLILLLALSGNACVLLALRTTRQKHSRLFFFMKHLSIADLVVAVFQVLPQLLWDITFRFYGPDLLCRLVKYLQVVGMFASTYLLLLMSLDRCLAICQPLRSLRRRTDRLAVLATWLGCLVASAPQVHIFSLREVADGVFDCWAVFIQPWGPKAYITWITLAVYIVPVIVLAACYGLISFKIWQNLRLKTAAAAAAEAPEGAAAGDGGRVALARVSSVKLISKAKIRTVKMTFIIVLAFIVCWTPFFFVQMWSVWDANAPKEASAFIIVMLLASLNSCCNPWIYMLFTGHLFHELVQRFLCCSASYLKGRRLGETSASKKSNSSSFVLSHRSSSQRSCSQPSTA
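Replication – single well per compound, singlicate · Assay system – CHO cell line stably expressing human OTR · Timing – 6 min pre-incubation, 100 s read · Measure – normalized max/min fluorescence ratio, % activation · Doses – 3.0 µM, one dose · Detection – Fluo-8 calcium dye fluorescence · Probe or stimulus – oxytocin near EC15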
MEKK2 WT-MEK5 = raises or lowers MEK5 binding to wildtype human MEKK2 PB1 domain; Q9Y2U5; bead flow cytometry, Alexa488-MEK5 binding to MEKK2 WT; actives lie on both sides; AID 1531; 1.1% of 290,000 active; binding response (% of control), % at 10 µM; in the data active = binding response below about 67% or above about 130%
MEKK2 mut-MEK5 = signal of MEK5 binding to mutant human MEKK2 PB1 domain; percent response, % at 10 µM; 0.35% of 290,000 active; bead flow cytometry, Alexa488-MEK5 binding to MEKK2 mutant; in the data active = percent response above about 24%, passing the limit was not always enough; also: inactives centre near 1; some results filed as inactive read as strong as hits
OXTR ag = human OXTR agonism; P30559; CHO-OTR cells, Fluo-8 calcium fluorescence; normalized: DMSO 0%, oxytocin 100%; activation, % at 3 µM; 0.32% of 320,000 active; AID 2435;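 active = activation above the mean of all tested compounds plus 3 SD, cutoff set per screening run, cut at about 20% in these data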;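 also: peak over basal fluorescence ratio from a 100 s FLIPR kinetic read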
GPR7 antagonist = antagonists of human GPR7 (neuropeptides B/W receptor 1). P48145. GPR7-expressing cells, fluorescence antagonist assay. inhibition, % at 4.4 µM. 1.1% of 290,000 active. AID 1861; in the data active = inhibition above about 16%, passing the limit was not always enough;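 also: cells stimulated with the agonist NPW; 0% = agonist with vehicle and 100% = vehicle without agonist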
NALP1 yeast inh = NALP1 inhibition; S. cerevisiae NALP1/ASC/caspase-1 growth, X-gal OD620, 72 h; inhibition, % at 10 µM; 0.61% of 280,000 active; AID 2071; in the data active = inhibition mostly above about 24%, no sharp cut-off; inactive = mostly below about 32%; also: some compounds called inactive have numbers as strong as hits
GalR3 antag = blocks the human galanin receptor 3; AID 651719; O60755; 0.44% of 360,000 active; HEK293 GalR3-CNG cAMP membrane potential fluorescence; galR3 body fused to GalR1 C-terminus; inhibition, % at 3 µM;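 active = inhibition above the screen-wide average plus 3 SD, cut at about 13% in these data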;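 also: forskolin and galanin both at EC90 stimulate the cells; cAMP rise reported by CNG channel membrane potential dye signal; 0% = forskolin plus galanin with DMSO and 100% = forskolin alone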
V1aR counter = activates human V1a receptor in oxytocin agonist counter-screen; 0.25% of 320,000 active; AID 2797; CHO-V1R cells, Fluo-8 calcium fluorescence, agonist mode; 0% DMSO, 100% 3 nM vasopressin; activation, % at 3 µM;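 active = activation above the mean activation of all tested compounds plus 3 SD, per screening run, cut at about 20% in these data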;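 also: signal is peak over basal fluorescence ratio across a 100 second FLIPR read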
Target sequence (P37288 whole entry, looked up): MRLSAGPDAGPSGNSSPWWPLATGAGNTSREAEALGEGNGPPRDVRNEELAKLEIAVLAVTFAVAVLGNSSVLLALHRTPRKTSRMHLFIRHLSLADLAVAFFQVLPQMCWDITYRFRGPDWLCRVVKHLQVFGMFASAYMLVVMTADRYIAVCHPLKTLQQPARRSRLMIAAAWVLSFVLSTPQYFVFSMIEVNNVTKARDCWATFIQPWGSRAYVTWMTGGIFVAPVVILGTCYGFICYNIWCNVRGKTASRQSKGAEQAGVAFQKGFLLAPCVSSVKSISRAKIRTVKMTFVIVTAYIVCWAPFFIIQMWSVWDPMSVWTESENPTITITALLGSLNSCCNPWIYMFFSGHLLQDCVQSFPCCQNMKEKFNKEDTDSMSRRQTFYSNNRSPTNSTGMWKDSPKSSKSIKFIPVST
PfM18AAP inh = blocks P. falciparum M18 aspartyl aminopeptidase; inhibition, % at 7.35 µM; 1.2% of 290,000 active; recombinant PfM18AAP, H-Glu-NHMec fluorogenic cleavage;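 active = inhibition above the campaign mean inhibition over all tested compounds plus 3 SD, cut at about 28% in these data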;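 also: 0% = plate median of test compound wells and 100% = 2 mM ZnCl2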
The depositor's hits bear a star; x = no result given.

SMILES	OXTR potentiate	MEKK2 WT-MEK5	MEKK2 mut-MEK5	OXTR ag	GPR7 antagonist	NALP1 yeast inh	GalR3 antag	V1aR counter	PfM18AAP inh
CNC(=O)COc1coc(CN2CCN(C(=O)c3ccco3)CC2)cc1=O	0	x	x	1.1	x	x	5	0.7	x
C=CCc1cc(OC)ccc1OCCN(C)Cc1ccccc1	-7	106	3	-0.4	-1	-23	-1	-1.3	-9
Cc1cccc(NC(=O)c2cccc(NC(=O)c3ccco3)c2)c1C	-1	x	x	-1.9	x	x	-6	0.4	x
CCOC(=O)C(C(=O)OCC)C(CC(=O)C1CC1)c1ccccc1 (stereo unspecified)	-13	102	1	-2.9	8	-8	-4	-1.1	-9
Cc1ccccc1C(=O)NNC(=O)CSc1nnc(C)n1-c1ccccc1	-6	96	-1	-0.5	-4	42	-6	0.7	2
COc1cc(-c2cc(-c3ccccc3)nc(SCC(=O)O)c2C#N)cc(OC)c1OC	-5	105	6	-1.0	-6	2	-9	-0.1	5
CCCNC(=O)c1ccc(N2CC3CC(C2)c2cccc(=O)n2C3)c(NC(=O)Nc2ccc(CC)cc2)c1 (stereo unspecified)	-7	105	-1	-2.1	-8	18	-8	-0.5	2
Cc1ccc(C)c(N2CCN(CC(=O)Nc3ccc([N+](=O)[O-])cc3C(=O)Nc3ccccc3F)CC2)c1	-1	99	2	0.0	-6	5	-6	0.8	7
O=c1[nH]c2ccc(NC(=S)Nc3ccccc3Cl)cc2[nH]1	-11	109	18	-0.1	4	-1	1	-0.4	0
CC(C)NC1CS(=O)(=O)CC1O (stereo unspecified)	-4	93	-4	-0.8	-7	17	-5	1.0	-2
CCOc1ccc(CN2C(=O)c3ccccc3C2C(=O)NC(C)CC)cc1OC (stereo unspecified)	-5	106	6	-0.1	-8	6	-3	0.7	-2
CC(=O)c1oc2ccccc2c1N	-3	89	-5	0.7	-2	4	-5	0.3	3
CCN(CC)c1ccc2cc(/C(N)=N/NC(=O)c3cccs3)c(=O)oc2c1	-4	92	-5	5.9	-5	x	x	11	-5
Cn1cc(CC(=O)NC2CCCCC2)c2ccccc21	5	96	-4	-0.6	-8	-8	-1	0.1	0
Cc1ccc(-c2cc(N)n(-c3ccc(C)cc3)n2)cc1	-1	104	7	-1.7	-4	8	-5	-0.5	-6
Cc1ccc2oc(=O)c(-c3ccc(O)cc3)c(C)c2c1	-8	x	x	-0.5	x	x	1	1.6	x
CC(C)(Oc1ccc(Cl)cc1)C(=O)O	-8	x	x	-0.6	x	x	-2	-0.4	x
COc1cc(CNc2cc(C)ccc2C)cc(OC)c1OC	-7	106	4	4.7	-21	39	-11	6.0	-3
O=C(COc1ccc(F)cc1)N1CCC(Cc2ccccc2)CC1	-4	102	5	-1.7	6	8	x	0.1	-3
COC(=O)c1cc(COc2ccc3oc(C)c(C(=O)OC(C)C)c3c2)c(C)o1	-12	105	-1	-0.9	-17	10	0	-0.2	-7
O=C(NCCN1CCc2ccccc2C1)Nc1ccc(F)cc1	-2	101	3	0.6	4	13	3	-0.2	0
O=C(O)c1ccccc1C1Nc2ccccc2C(=O)N1CCCN1CCOCC1 (stereo unspecified)	-2	99	-1	0.6	-13	-23	-6	1.5	6
Cc1ccc(NC(=O)CCNS(=O)(=O)c2ccc3c(c2)c(=O)n(C)c(=O)n3C)cc1C	3	100	-10	-0.6	-5	-3	-3	-0.8	3
O=C(C(=O)N1CCCC1CO)N1CCCC1CO (stereo unspecified)	-6	101	-9	0.7	2	11	-2	0.6	4
CC(OC(=O)CCC(=O)c1ccc(Cl)s1)C(=O)NC1(C#N)CCCCC1 (stereo unspecified)	3	x	x	2.9	x	x	-2	2.0	x
Cc1cccc(N=Cc2[nH]c3ccc(Br)c(Cl)c3c2O)c1	-1	88	-3	6.7	1	24	-1	2.0	2
CN(C)CCOc1ccc(-c2c(-c3ccsc3)sc3ccccc23)cc1	-2	x	x	7.8	x	x	-8	2.4	x
COc1cc(NC(=O)c2cc3c(C)nc4ccccc4c3o2)cc(OC)c1OC	-5	103	6	-0.8	-8	-12	x	0.4	-3
O=C(Cn1cnc2c(nnn2-c2ccc(F)cc2)c1=O)NCc1ccco1	0	101	2	0.4	-1	x	x	-0.6	2
CCOc1ccc(CCNC(=O)CCNC(=O)c2ccco2)cc1OCC	-5	97	11	-0.4	13	-3	0	-0.2	7
COc1cc(-c2nc(C(=O)NCC3CCCO3)cc3c2[nH]c2ccccc23)cc(OC)c1OC (stereo unspecified)	-5	99	1	0.1	-2	6	4	-0.4	6
CCN(CC)c1ccc(NC(=O)Cn2c(C(C)NC(=O)c3ccccc3)nc3ccccc32)cc1 (stereo unspecified)	-2	104	16	3.1	3	27	-2	2.7	-6
O=C1CN(C(=O)c2cccc(F)c2)C(c2ccc(F)cc2)c2cc(F)ccc2N1 (stereo unspecified)	-2	99	-1	3.3	-10	26	-8	4.7	-9
COc1ccc(C(c2sc3nc(C)nn3c2O)N2CCC(C(N)=O)CC2)cc1OC (stereo unspecified)	0	97	1	0.2	-7	x	x	0.2	4
CCCCN(CCCNC(=O)c1c(C)cc(=O)oc1C)c1ccccc1	-7	98	-4	-0.8	11	35	-7	-1.0	-9
O=C(NCCc1ccccn1)c1cc(-c2ccc(Cl)c(Cl)c2Cl)nc2ccccc12	-5	121	19	-1.0	2	1	-2	-0.6	-8
CCN1CCN(c2ccc(S(=O)(=O)N3CCOCC3)cc2N)CC1	-2	x	x	1.6	x	x	-4	2.6	x
COc1ccc(Nc2nccc(-c3cccc(N)c3)n2)cc1	-19	108	3	14	-4	10	-12	2.9	-11
CCOC(=O)Cn1nnc(-c2ccccc2)n1	-12	103	2	-0.5	-8	18	0	1.0	-10
O=Nc1c(O)n(Cc2ccc(Cl)cc2Cl)c2ccccc12	-9	100	1	0.5	-2	7	0	-0.9	13
C=CCOc1ccc(C=Nc2ccc(C)c(Cl)c2)c(O)c1	-5	95	-3	-0.8	-9	13	-2	0.1	3
COc1cccc(NC(=O)CN(C)C(=O)c2ccc(-c3ccccc3Cl)o2)c1	-8	102	7	-1.3	1	6	-2	1.9	-13
Cc1ccc2c(c1)NC(=O)C(CC(=O)NCc1ccc(F)cc1)O2 (stereo unspecified)	-4	104	4	-2.4	-16	-32	-1	-0.4	0
COc1ccccc1-c1nnc(SC(C(=O)c2c[nH]c3ccccc23)c2ccccc2)n1C (stereo unspecified)	-12	97	-11	1.9	3	33	-6	1.9	-6
Cc1cc(Oc2ccc([N+](=O)[O-])cc2)nc(N2CCOCC2)n1	-9	96	-7	-2.2	-8	2	-5	-0.3	0
COC(=O)c1cnc(NNS(=O)(=O)c2ccc(Cl)cc2)nc1C(F)(F)F	-6	98	-3	1.1	-11	-13	-1	0.2	29*
CC(NC(=O)c1nn(C)c2c1CS(=O)(=O)c1ccccc1-2)c1ccccc1 (stereo unspecified)	-6	102	3	2.6	7	11	3	3.4	4
CCOC(=O)N/N=C/c1c[nH]c2ccccc12	1	62	-33	0.1	7	-6	-4	-0.1	-3
CC(C)NC(=O)c1ccccc1NC(=O)Cc1ccc([N+](=O)[O-])cc1	-4	77	-5	-0.8	1	-17	-1	0.4	-4
Cc1ccc(N2C(=O)c3ccc(C(=O)N4CCOCC4)cc3C2=O)cc1C	-15	107	2	0.2	-5	10	-5	0.6	12
O=C(NCCCN1CCOCC1)c1cc2cc(Br)ccc2oc1=O	-5	105	4	2.4	3	-5	3	1.4	4
O=C(NCCNC(=O)c1cnccn1)c1ccc(Cl)cc1	-9	104	2	-0.3	8	26	-7	1.3	9
O=C(CSCc1ccc([N+](=O)[O-])cc1)NN=C1CCCCCC1	-8	92	-2	-0.3	5	5	-9	0.3	6
CC(C)c1ccc(CN2CCC(C(=O)NCc3cccnc3)CC2)cc1	-5	100	-1	0.1	-1	12	-3	0.8	1
Cc1ccccc1OCCNc1ccc(C(F)(F)F)cc1[N+](=O)[O-]	-5	102	0	-0.1	-7	30	-1	1.7	-6
COc1cc2c(cc1OC)/C(=C/C(=O)c1ccccc1F)NCC2	x	107	16	x	-18	6	4	x	8
CCc1cccc(CC)c1NC(=S)/C(=C(\[O-])c1ccc(Cl)s1)[n+]1ccccc1	-7	98	0	0.6	-4	-1	-3	-0.7	6
CN(C)c1ccc(NC(=O)c2ccc([N+](=O)[O-])cc2Cl)cc1	-7	106	-1	-0.5	-1	26	5	0.1	3
O=C(CCCn1c(=O)[nH]c2cc(Cl)ccc2c1=O)NCCN1CCN(c2ccccc2)CC1	-16	97	-4	0.9	10	15	3	2.5	-3
Cc1cccc(Nc2nc(NCc3ccco3)nc(N)c2[N+](=O)[O-])c1	12	97	-3	-0.3	-21	2	2	-0.4	-2
O=C(/C=C/c1ccccc1)c1cc(Br)ccc(=O)c1O	-17	96	1	13	-5	-7	0	1.7	54*

Part of the list above in order of molar mass, highest first.
SMILES	OXTR potentiate	MEKK2 WT-MEK5	MEKK2 mut-MEK5	OXTR ag	GPR7 antagonist	NALP1 yeast inh	GalR3 antag	V1aR counter	PfM18AAP inh
COc1ccccc1-c1nnc(SC(C(=O)c2c[nH]c3ccccc23)c2ccccc2)n1C (stereo unspecified)	-12	97	-11	1.9	3	33	-6	1.9	-6
CCc1cccc(CC)c1NC(=S)/C(=C(\[O-])c1ccc(Cl)s1)[n+]1ccccc1	-7	98	0	0.6	-4	-1	-3	-0.7	6
COC(=O)c1cnc(NNS(=O)(=O)c2ccc(Cl)cc2)nc1C(F)(F)F	-6	98	-3	1.1	-11	-13	-1	0.2	29*
CC(C)c1ccc(CN2CCC(C(=O)NCc3cccnc3)CC2)cc1	-5	100	-1	0.1	-1	12	-3	0.8	1
CC(C)NC(=O)c1ccccc1NC(=O)Cc1ccc([N+](=O)[O-])cc1	-4	77	-5	-0.8	1	-17	-1	0.4	-4
Cc1ccccc1OCCNc1ccc(C(F)(F)F)cc1[N+](=O)[O-]	-5	102	0	-0.1	-7	30	-1	1.7	-6
Cc1ccc2c(c1)NC(=O)C(CC(=O)NCc1ccc(F)cc1)O2 (stereo unspecified)	-4	104	4	-2.4	-16	-32	-1	-0.4	0
CN(C)c1ccc(NC(=O)c2ccc([N+](=O)[O-])cc2Cl)cc1	-7	106	-1	-0.5	-1	26	5	0.1	3
C=CCOc1ccc(C=Nc2ccc(C)c(Cl)c2)c(O)c1	-5	95	-3	-0.8	-9	13	-2	0.1	3
CCOC(=O)N/N=C/c1c[nH]c2ccccc12	1	62	-33	0.1	7	-6	-4	-0.1	-3

No enrichment for hits; about 4.1% have a hit in one of these screens.
